# NPYLR7 ag = mosquito NPYLR7 agonism; HEK293T NPYLR7/Galpha15, GCaMP6s calcium fluorescence; activation, % at 10 µM; actives 0.15% (n = 270,000); in the data active = activation above about 40%;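 also: 0% = vehicle and 100% = reference agonist at the receptor; some compounds past the cut are filed as inactive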
# hcGAS inh = inhibitors of human cGAS; inhibition, % at 12.5 µM; actives 0.081% (n = 290,000); recombinant h-cGAS, ATP depletion, Kinase-Glo luminescence; Q8N884;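 also: 0% = vehicle reaction and 100% = reaction without DNA for no activity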
# Target sequence (Q8N884 whole entry, looked up): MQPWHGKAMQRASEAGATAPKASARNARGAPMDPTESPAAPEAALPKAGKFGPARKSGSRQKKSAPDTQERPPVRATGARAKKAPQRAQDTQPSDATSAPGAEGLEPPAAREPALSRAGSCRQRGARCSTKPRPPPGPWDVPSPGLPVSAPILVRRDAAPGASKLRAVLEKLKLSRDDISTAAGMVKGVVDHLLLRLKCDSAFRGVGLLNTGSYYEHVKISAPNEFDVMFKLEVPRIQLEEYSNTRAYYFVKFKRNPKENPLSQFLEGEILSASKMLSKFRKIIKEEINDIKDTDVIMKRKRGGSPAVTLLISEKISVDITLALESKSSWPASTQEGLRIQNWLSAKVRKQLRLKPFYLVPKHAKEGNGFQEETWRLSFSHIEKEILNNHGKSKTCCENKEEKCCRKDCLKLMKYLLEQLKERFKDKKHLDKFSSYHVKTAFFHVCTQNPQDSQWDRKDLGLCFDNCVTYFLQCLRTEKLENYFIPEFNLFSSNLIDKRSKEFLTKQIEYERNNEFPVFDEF
# mcGAS lum = inhibitors of mouse cGAS | actives 0.15% (n = 160,000) | AID 1259399 | inhibition, % at 12.5 µM | recombinant cGAS, Kinase-Glo ATP depletion luminescence | Q8C6L5;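 also: 0% = negative control wells and 100% = reference inhibitor with no enzyme activity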
# * = called active by the depositor; · = no result given; & = joins results of further samples. Rule as the data show it, unless noted: active = inhibition above about 40%; inactive = the rest.
SMILES,NPYLR7 ag,hcGAS inh,mcGAS lum
Cc1ncsc1C(=O)N1CCCC1CC(O)c1ccccc1 (configuration not stated),6,0,-5
Cn1cc(C(=O)N2CCCCCC2)cc(NC(=O)c2cccc(C(F)(F)F)c2)c1=O,-16,-10,-9
O=C(N[C@@H]1CCCCC1NC(=O)C1CCN(C(=O)c2cccc(F)c2)CC1)c1ccc(F)cc1 (some centres not stated),2,3,0
COCCOC(=O)C1=C(C)N(C)C(=S)NC1c1ccc(NC(=O)Nc2ccc(F)c(F)c2)cc1 (configuration not stated),-5,-1,-4
CCN1CCN(c2ccccc2NS(=O)(=O)c2cc(Br)ccc2OC)CC1,5,-2,·
O=C(Nc1ccccc1C1SCC(=O)N1c1ccc2c(c1)OCCO2)c1ccc(Cl)cc1Cl (configuration not stated),·,-7,-4
COC(=O)COC(=O)c1[nH]c(C)c(C(C)=O)c1C,4,-1,·
COc1ccc(C(CC(=O)N2CCCC2)c2cn(C)c3ccccc23)cc1OC (configuration not stated),·,1,0
Cn1c(=O)c2cc(-c3nc4ccccc4[nH]3)c(-c3cccc([N+](=O)[O-])c3)nc2n(C)c1=O,2,-5,·
COc1ccccc1CN(C(=O)C(C)Cn1nc(C)nc1C)C1CC1 (configuration not stated),0,-6,-10
O=C(NCC1CCCN(Cc2cccc(O)c2)C1)c1cccnn1 (configuration not stated),7,-9,·
CCOC(=O)C1(CCOc2ccccc2)CCCN(C(=O)c2cnccn2)C1 (configuration not stated),3,-6,·
Cc1cc(C)c(-c2csc(=NC3CC3)n2N=C2CCCC2)cc1C,4,-6,·
O=S1(=O)C=C(N2CCN(C3CCCCC3)CC2)c2ccccc21,1,-3,·
COCCN(Cc1nc2c(F)cccc2[nH]1)CC(F)(F)F,8,-3,·
CCOC(=O)c1oc2c(c1C)C(=O)CC(C)(C)C2,0,-6,-5
O=S(=O)(NCCN1CCOCC1)c1cccc(Br)c1,-6,-10,·
CCCN(CCC)C(=O)c1cc2c(=O)n3cccc(C)c3nc2n1C,5,-6,·
Cc1nc(-c2ccc(Cl)cc2)sc1C(C)N (configuration not stated),7,-3,-10
CN(C)c1ccc(N)cc1CN(CC1CCCO1)C(=O)Cc1cccs1 (configuration not stated),6,-4,-4
COc1ccc(Br)cc1S(=O)(=O)N(C)CCc1ccccn1,-6,3,0
COc1cc(O)c(C(=O)c2ccccc2)cc1O,-9,-6,·
COc1cc(C(=O)N2CCOC(COc3cccc(C(F)(F)F)c3)C2)ccc1F (configuration not stated),-2,-6,-6
Cc1ccncc1C(=O)NCc1cccnc1N(C)CCc1ccccn1,-2,-5,·

# Profiles, quoted from the list:
# CCCN(CCC)C(=O)c1cc2c(=O)n3cccc(C)c3nc2n1C is entered as NPYLR7 ag: 5; hcGAS inh: -6; mcGAS lum: ·
# CN(C)c1ccc(N)cc1CN(CC1CCCO1)C(=O)Cc1cccs1 (configuration not stated) is entered as NPYLR7 ag: 6; hcGAS inh: -4; mcGAS lum: -4

# Next structures:
SMILES,NPYLR7 ag,hcGAS inh,mcGAS lum
CC(Oc1ccccc1)C(=O)OCc1cc(-c2cc3ccccc3o2)on1 (configuration not stated),-2,-8,·
CCN(CC)C1CCN(Cc2nc(-c3ccc(C(F)(F)F)cc3)no2)C1 (configuration not stated),5,-1,-13
Cc1ccc(S(=O)(=O)c2ccc(N3CCC(C(=O)NCc4ccccc4Cl)CC3)nn2)cc1,2,-4,-8
Cc1cc(C(=O)CN2C(=O)NC3(CCCCC3C)C2=O)c(C)n1Cc1ccco1 (configuration not stated),7,-4,·
CN1CCc2nc3sc(C(=O)Nc4nc5ccccc5s4)c(N)c3cc2C1,16,19,·
O=C(NCC1(N2CCOCC2)CCCC1)C1CCC(=O)N(C2CCCC2)C1 (configuration not stated),2,0,·
CNC(=O)NC(=O)C(c1ccccc1)N1CCN(C)CC1C (configuration not stated),-3,4,·
C(=C\c1ccccc1)/CSc1nnc(-c2ccncc2)o1,8,-7,-4
COc1cc(OC)cc(C(=O)N2CCCC(OCc3ccccc3)C2)c1 (configuration not stated),-5,-3,·
O=C(c1cc2n(n1)CCN(Cc1ccccc1)C2=O)N1CCOCC1,0,-6,-6
O=C(CCl)N1CCc2sccc2C1,2,1,21
CCCNC(=O)NC(=O)CN1CCCN(Cc2ccc(C#N)cc2)CC1,8,-6,·
CCOc1ccc(-c2nc(CN3N=NC4C(=O)N(c5ccc(F)cc5)C(=O)C43)c(C)o2)cc1 (configuration not stated),2,-4,-8
CCOC(=O)CN(Cc1nccn1C)[C@@H]1C[C@@H]2CO[C@H](c3ccccc3)C[C@@H]2C1,22,-7,-10
COc1cc(C(=O)N2CCC(n3nc(C(C)C)cc3C(C)C)CC2)cc(OC)c1OC,14,-6,-5
Cc1ccccc1Nc1nc2nonc2nc1N1CCOCC1,-9,-5,-5
O=C(CN1C(=O)c2ccccc2C1=O)Oc1ccc([N+](=O)[O-])cc1,-4,-3,-6
CC(=O)Nc1cccc(C(=O)NC(C)c2ccc(C)cc2C)c1 (configuration not stated),-6,-4,·
COC(=O)[C@@H](C)NC(=O)[C@H]1CN(S(=O)(=O)c2ccccc2)CCN1C(=O)NC1CCCCC1,-7,-6,-5
CCS(=O)(=O)N1CCN(c2cc(CN)nc(C)n2)CC1,21,-3,-17
CN(C)c1cc(C(=O)NC(c2ccccc2)C2CCCC2)ccn1 (configuration not stated),-1,-4,·
CCn1c(=O)c2c(nc3n(-c4ccc(S(N)(=O)=O)cc4)c(C)c(C)n23)n(C)c1=O,1,2,-7
COc1ccc(N2C(=O)CSC2c2ccc(NC(=O)c3cccs3)cc2)cc1 (configuration not stated),3,-1,1
Fc1ccc(OCc2nnc(-c3ccc(Br)cc3)o2)cc1,-8,4,·
COC(=O)c1ccc(COC(CN2CCN(C(=O)Nc3ccccc3F)CC2)c2cccc(OC)c2)cc1 (configuration not stated),·,4,2
COc1ccc(Br)cc1-c1nc(C)c(C(C)=O)s1,-6,4,-1
CC(=O)Nc1ccc(CNC(=O)CNCC2CCCO2)cc1 (configuration not stated),1,-4,-17
CCn1c(C)cc(O)c(C(c2ccccn2)N2CCN(C)CC2)c1=O (configuration not stated),3,-9,·
C=CCn1c(SCC(=O)Nc2ccccc2OC)nc2ncccc2c1=O,9,-5,·
Cc1cccnc1C(NC(=O)C1CCN(CCc2ccc(F)cc2)CC1)c1ccccc1 (configuration not stated),10,-4,-4
CC1CCC(NC(=O)/C=C/c2ccc3c(c2)OCO3)CC1 (configuration not stated),-14,-5,-4
CCc1ccc(C(=O)NCC2CCN(Cc3cnn(C)c3)C2)cc1 (configuration not stated),0,-5,·
c1ccc(CSc2ncnc3c2nnn3Cc2ccccc2)cc1,8,-5,-4
CC(=O)Nc1ccc(N2C(=O)C3C4C=CC(C4)C3C2=O)cc1 (configuration not stated),-2,4,0
Cc1ccccc1CN1CCC(CN(CC2CCCO2)C(=O)c2nonc2C)CC1 (configuration not stated),14,-2,·
Cc1nn2c(-n3ccnc3)cc(-c3ccccc3)nc2c1-c1ccccc1,2,4,0
CC(Sc1ccccc1Cl)C(=O)N(CCO)Cc1ccsc1 (configuration not stated),13,3,·
O=C1N(Cc2cccc(Cl)c2)C[C@@H]2C[C@@H](c3ccc4nsnc4c3)N3CCC[C@@]123,10,-9,·
CC(C)NCC(=O)N1CCc2sccc2C1COc1ccccc1F (configuration not stated),0,-2,·
Cc1cnc(COC(=O)c2ccccc2OC2CCC2)cn1,0,-10,-14
CCN(CC)CCc1nc(-c2ccccc2)no1,-6&-1,-1&-7,-2
Cc1ccc(C(N)=O)cc1-c1ccc2[nH]ccc2c1,-5,5,·
COc1ccc2oc(=NCc3ccccc3)c(C(N)=O)cc2c1,-6,-2,1
O=[N+]([O-])c1ccc(N2CCOCC2)cc1NN=C1CCCCC1,-1,-15,-7
CCc1nc(C2CCCN(C(=O)Nc3ccccc3C(F)(F)F)C2)no1 (configuration not stated),0,0,·
Cc1ccc(CN(C)C(=O)c2sccc2S(N)(=O)=O)o1,-2,-6,·
Cc1ccc(C2CC(C(F)(F)F)n3ncc(C(=O)Nc4ccccc4Cl)c3N2)cc1 (configuration not stated),4,7,3
O=[N+]([O-])c1cnn(CCCc2nc(-c3ccc(-n4cccc4)cc3)no2)c1,1,-3,·

# Next section; it opens with the six that closed the last part.
SMILES,NPYLR7 ag,hcGAS inh,mcGAS lum
COc1ccc2oc(=NCc3ccccc3)c(C(N)=O)cc2c1,-6,-2,1
O=[N+]([O-])c1ccc(N2CCOCC2)cc1NN=C1CCCCC1,-1,-15,-7
CCc1nc(C2CCCN(C(=O)Nc3ccccc3C(F)(F)F)C2)no1 (configuration not stated),0,0,·
Cc1ccc(CN(C)C(=O)c2sccc2S(N)(=O)=O)o1,-2,-6,·
Cc1ccc(C2CC(C(F)(F)F)n3ncc(C(=O)Nc4ccccc4Cl)c3N2)cc1 (configuration not stated),4,7,3
O=[N+]([O-])c1cnn(CCCc2nc(-c3ccc(-n4cccc4)cc3)no2)c1,1,-3,·
CC(C)(Oc1ccc(Cl)cc1)C(=O)N1CCN(c2ncnc3c2nnn3-c2ccc(F)cc2)CC1,-9,-1,-2
CC(C)N(C(C)C)S(=O)(=O)c1ccc(N2CCCN(C)CC2)nc1,0,-7,-6
Fc1ccc(-c2csc(SCc3nnc(-c4ccc(F)cc4)o3)n2)cc1,12,-2,·
C=C(C)COc1ccc(-c2onc(C)c2-c2ccccc2OC)c(O)c1,-4,2,-1
Cc1ccccc1C1c2ccsc2CCN1CC(=O)N1CCCN(C(=O)c2cccc(Br)c2)CC1 (configuration not stated),-2,1,-3
CCOC(=O)C1(C)CCCCN1C(=O)c1ccc(OC)c(F)c1 (configuration not stated),-2,-7,·
Cc1ccc(-c2nc(CC(=O)N3CC(=O)Nc4cnccc43)cs2)cc1,11,2,3
CCCCCCN(C(=O)COCc1ccccc1)C(C)c1nc2ccccc2c(=O)n1-c1ccc(CC)cc1 (configuration not stated),1,-2,-5
CCC(C(=O)NCc1ccccn1)n1c(=O)n(-c2cccc(C)c2)c(=O)c2ccc(Cl)cc21 (configuration not stated),1,4,0
O=C(CN1CCN(CC(=O)c2ccco2)CC1)NCc1ccccc1Cl,0,-8,·
C=CC(C)(O)CN(CCOC)CC(=O)N1CCc2sccc2C1COc1cccc(F)c1 (configuration not stated),-5,-1,-3
COC(=O)c1c(C)c(C(=O)C(C)N(Cc2ccco2)C(=O)c2ccc(Br)cc2)c(C)n1C (configuration not stated),-7,4,1
COc1ccc(Cl)cc1NC(=O)Cc1ccsc1,19,-10,-7
NC(=O)CSc1cn(CCNC(=O)c2ccccc2)c2ccccc12,3,-8,·
Cc1cc(=O)[nH]c(N=C(NC(=O)c2ccccc2)Nc2ccc(Oc3ccccc3)cc2)n1,-10,-5,-7
Cc1cnc(NC(=O)C2CC=CCC2)s1 (configuration not stated),2,-6,-6
Cc1onc(-c2ccccc2Cl)c1C(=O)N1CCN(CC(OCc2ccc(C(F)(F)F)cc2)c2ccc(Cl)cc2)CC1 (configuration not stated),·,-3,-6
CC1C(=O)N(c2ccc3c(c2)CCC3)CCN1C(=O)c1cccc(F)c1 (configuration not stated),0,-5,-5
O=C(c1ccc(-c2ccc3nnc(-c4cccc(O)c4)n3c2)cc1)N1CCOCC1,13,-2,-8
CCNC(=O)C1(C)CCCN(Cc2csc(-c3ccc(Cl)cc3)n2)C1 (configuration not stated),7,-3,-1
Cc1cc(C)cc(Nc2nc(C)cc3nn(CC(=O)NC4CCCC4)c(=O)n23)c1,-8,-1,·
Nc1ncccc1Cl,-1,2,·
Cc1ccccc1C1(C(=O)NCCC2CC(C)N(Cc3ccccc3)C2)CCOCC1 (configuration not stated),3,-13,·
CCOC(=O)Cc1c(C)nc2ncnn2c1N1CCN(C(=O)NC(Cc2ccccc2)C(=O)OCC)CC1 (configuration not stated),·,2,3

# Four entries from above, with values under each structure:
# Results follow in this order: NPYLR7 ag, hcGAS inh, mcGAS lum
NC(=O)CSc1cn(CCNC(=O)c2ccccc2)c2ccccc12
→ 3, -8, ·
Cc1cc(=O)[nH]c(N=C(NC(=O)c2ccccc2)Nc2ccc(Oc3ccccc3)cc2)n1
→ -10, -5, -7
Cc1cnc(NC(=O)C2CC=CCC2)s1 (configuration not stated)
→ 2, -6, -6
Cc1onc(-c2ccccc2Cl)c1C(=O)N1CCN(CC(OCc2ccc(C(F)(F)F)cc2)c2ccc(Cl)cc2)CC1 (configuration not stated)
→ ·, -3, -6

# More results:
SMILES,NPYLR7 ag,hcGAS inh,mcGAS lum
COC1(C)C(C)(C)C(c2ccc(Cl)cc2)C1(C#N)C#N (configuration not stated),-4,-1,·
CCc1cn[nH]c1C1CCN(CC(=O)O)CC1,·,-7,-10
C=C(C)Cn1c(SCC(=O)N/N=C(\C)c2ccc(OC)c(OC)c2)nnc1-c1ccc(Br)cc1,-1,1,·
COC(=O)c1ccsc1N1C(=O)CC(Sc2ccccc2C(=O)O)C1=O (configuration not stated),4,-4,-1
O=C(Cc1cc(=O)[nH]c(SCC(=O)Nc2cccc(Cl)c2)n1)NCc1cccs1,-21,-6,-6
Cc1cnc(N)nc1N[C@H](CO)CC1CCCCC1,·,-13,-6
Cc1cc(C)cc(CSCC(=O)N2CCCC(N(C)C)CC2)c1 (configuration not stated),11,-5,-12
Cn1ccnc1CN1CCC(c2ccnc(-c3cccc(O)c3)c2)C1 (configuration not stated),15,-4,·
CCC(c1cccnc1)N(C)C(=O)c1ccc(F)cc1Cl (configuration not stated),-4,-1,·
COc1ccc(CNC(=O)C2CC(=O)N(N(C)c3ccccc3)C2)c(OC)c1 (configuration not stated),-4,-3,-6
CCc1nc2ccc(C(=O)NCCc3ccccn3)cn2c1N(C)Cc1nccn1C,-4,-8,-2
Cc1cc(C)nc(NC(=O)c2ccccc2C(=O)O)n1,-5,-3,·
CNC(=O)CN(C(=O)c1ccncc1Cl)c1ccccc1C,0&3,-3&-16,-5
